EBI2 antag: EBI2 receptor antagonists, beta-arrestin recruitment, primary screen, cell-based, luminescence, 7a,25-OHC stimulation, uHTS. G-protein coupled receptor 183 (Homo sapiens), P32249. 7a,25-OHC stimulated. inhibition, % at 5 µM. 0.81% of 360,000 active. AID 651636, 2012; in the data active = inhibition above about 38%;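 also: enzyme fragment complementation signal reports receptor beta-arrestin coupling in cells; 0% = agonist plus DMSO wells and 100% = wells without agonist; some results beyond the cut were filed as inactive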
UPR CHOP act: activators of apoptotic CHOP UPR arm, primary screen, cell-based, CHO-CHOP luciferase reporter, luminescence, uHTS; UPR activation; percent of tunicamycin response over DMSO baseline; activation, % at 10 µM; 0.34% of 330,000 active;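 active = at 10 µM dose, activation of 40% or more, normalized to positive control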;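 also: 100% = tunicamycin at 10 µg/mL and 0% = DMSO alone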
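Evaluation: % reporter activation, DMSO baseline versus tunicamycin full activation; System: CHO-CHOP luciferase reporter cell line; Input: 500 cells/well; Incubation: 6 h compound treatment, 37 °C; Measured by: Steady-Glo luciferase luminescence; Dosing: one dose, 10 µM in 0.5% DMSO; Buffer or medium: F12 medium, 10% FBS; Benchmarks: positive tunicamycin 10 µg/mL, negative DMSO alone.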
Mdm2 MdmX PPI: inhibitors of human Mdm2-MdmX association, primary screen, cell-based, luminescence, split luciferase, SaOS-2, uHTS; SaOS-2 split-luciferase Mdm2/MdmX complementation; inhibition, % at 8 µM; Protein Mdm4 (Homo sapiens) + E3 ubiquitin-protein ligase Mdm2 (Homo sapiens), …; 3% of 330,000 active;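 active = inhibition of at least 50% at 8 µM in the primary screen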
Target sequence (O15151 whole entry, looked up): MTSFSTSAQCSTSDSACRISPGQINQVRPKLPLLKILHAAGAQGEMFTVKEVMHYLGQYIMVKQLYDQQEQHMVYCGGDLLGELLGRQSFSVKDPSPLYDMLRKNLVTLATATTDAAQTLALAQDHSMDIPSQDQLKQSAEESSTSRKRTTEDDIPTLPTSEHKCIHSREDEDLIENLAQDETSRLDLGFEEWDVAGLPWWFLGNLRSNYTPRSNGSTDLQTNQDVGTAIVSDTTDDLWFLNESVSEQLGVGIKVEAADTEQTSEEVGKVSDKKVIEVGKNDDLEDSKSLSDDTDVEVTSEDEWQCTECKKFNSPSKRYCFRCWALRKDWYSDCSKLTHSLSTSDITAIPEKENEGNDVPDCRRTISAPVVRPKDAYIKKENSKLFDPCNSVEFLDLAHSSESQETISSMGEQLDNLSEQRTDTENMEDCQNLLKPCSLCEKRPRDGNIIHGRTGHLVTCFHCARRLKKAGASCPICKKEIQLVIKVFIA
Target sequence (Q00987 whole entry, looked up): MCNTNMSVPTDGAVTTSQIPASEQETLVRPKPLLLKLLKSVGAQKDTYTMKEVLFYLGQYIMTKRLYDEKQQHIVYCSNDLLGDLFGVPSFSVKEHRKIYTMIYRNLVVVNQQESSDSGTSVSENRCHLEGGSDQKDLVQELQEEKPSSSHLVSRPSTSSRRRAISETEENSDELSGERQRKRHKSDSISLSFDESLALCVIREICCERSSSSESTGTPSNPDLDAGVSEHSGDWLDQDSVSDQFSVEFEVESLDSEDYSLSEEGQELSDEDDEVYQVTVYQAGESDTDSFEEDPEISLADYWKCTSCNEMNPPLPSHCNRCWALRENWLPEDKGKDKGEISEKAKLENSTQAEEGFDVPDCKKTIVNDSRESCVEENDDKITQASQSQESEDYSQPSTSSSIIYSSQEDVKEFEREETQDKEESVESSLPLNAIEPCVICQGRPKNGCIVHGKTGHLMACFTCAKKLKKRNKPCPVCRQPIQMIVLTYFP
Jurkat NFkB inh: inhibitors of induced NF-kB luciferase reporter, primary screen, TCR NF-kB activation inhibitor project, cell-based, luminescence, uHTS; Jurkat, PMA/ionomycin-induced NF-kB luciferase reporter; inhibition, % at 4 µM; 0.53% of 330,000 active; AID 435003, 2010; in the data active = inhibition above about 50%
CCR6 antag: CCR6 receptor antagonists, primary screen, cell-based, CHO-K1, luminescence, beta-arrestin, uHTS | C-C chemokine receptor type 6 (Homo sapiens), P51684 | CHO-K1 CCR6 PathHunter beta-arrestin, CCL20-stimulated | inhibition, % at 20 µM | 0.49% of 340,000 active;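 active = compounds whose inhibition of the agonist-driven luminescence signal at 20 µM reaches about 50%, limit read from the data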;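 also: cells stimulated with CCL20 at 14 nM final; plate controls were DMSO with CCL20 for no effect and DMSO without agonist for full effect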
CXCR6 inh: CXCR6 receptor inhibitors, primary screen, cell-based, beta-arrestin, luminescence, CHO-K1 PathHunter, 1536-well; inhibition, % at 20 µM; 0.36% of 360,000 active; C-X-C chemokine receptor type 6 (Homo sapiens), O00574; in the data active = inhibition above about 34%, passing the limit was not always enough;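 also: antagonist mode with CXCL16 agonist at 10 nM final; 0% = 10 nM CXCL16 with DMSO and 100% = unstimulated wells without agonist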
697 NFkB inh: inhibitors of PMA/ionomycin-induced NF-kB reporter, 697 cells, primary screen, B-cell NF-kB inhibitor project, cell-based, luminescence, uHTS; 697 B-cell NF-kB luciferase reporter, 16 h; inhibition, % at 4 µM; 0.33% of 330,000 active; AID 435022, 2010; in the data active = inhibition above about 35%
Gli-Sufu block: Gli-Sufu pathway antagonists, primary screen, luciferase luminescence, Sufu-KO-LIGHT cells, uHTS. AID 588413, 2011. 0.74% of 340,000 active. inhibition, % at 5 µM. Sufu-KO-LIGHT fibroblasts, Gli luciferase reporter luminescence;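 active = inhibition above about 55%, limit read from the data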;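 also: 0% = DMSO-treated cells and 100% = wells with medium but no cells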
XBP1 UPR activ: activators of adaptive XBP1 UPR arm, primary screen, cell-based, CHO-XBP1 luciferase reporter, luminescence, uHTS; IRE1-XBP1 UPR activation; percent of tunicamycin response, DMSO as zero; activation, % at 20 µM; AID 463104, 2010; 0.33% of 330,000 active;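 active = versus positive control, 20 µM dose yields 30% or more activation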;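 also: 100% = tunicamycin at 10 µg/mL and 0% = DMSO only wells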
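Material: CHO cell line with stable XBP1 luciferase reporter; schedule: 16-18 h cell attachment at 37 °C, then 6 h compound exposure; signal: glow luminescence from Steady-Glo reagent; medium: serum-containing F12 medium, 10% FBS; benchmarks: tunicamycin 10 µg/mL and vehicle-only wells; read-out: percent activation relative to tunicamycin reference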
* hit, by the source's call; . = not tested or not shown.

no.	structure	EBI2 antag	UPR CHOP act	Mdm2 MdmX PPI	Jurkat NFkB inh	CCR6 antag
1	CCNC(=O)C1CC(=O)N(Cc2ccc3c(c2)OCO3)C(=Nc2ccc(OCC)cc2)S1 (configuration not stated)	-2	-0.6	22	0	10
2	O=C(COC(=O)c1ccccc1NC(=O)c1ccco1)NC1CCS(=O)(=O)C1 (configuration not stated)	0	-0.1	-2	-20	-4
3	NS(=O)(=O)c1ccc(N2CCN(C(=O)c3ccco3)CC2)nc1	7	0.2	10	-8	4
4	Cc1nn(C)c(Cl)c1CN1CCN(C2CCCCC2)C(CCO)C1 (configuration not stated)	-2	1.1	12	8	6
5	CCCOC(=O)C1=C(C)NC(=O)NC1c1ccc(Br)s1 (configuration not stated)	10	-1.3	32	-5	14
6	CCCN1C2CCCC1CC(NC(=O)c1ccccc1F)C2 (configuration not stated)	-5	-1.1	-13	0	-1
7	COc1ccc(N(C(=O)c2ccncc2)S(=O)(=O)c2ccc(F)cc2)cc1	-2	2.6	20	8	.
8	Cn1nc(C(=O)OCC(=O)NCCc2ccccc2)c2ccccc2c1=O	4	1.4	11	-5	2

no.	CXCR6 inh	697 NFkB inh	Gli-Sufu block	XBP1 UPR activ
1	-1	-12	-6	-2
2	6	18	2	-4
3	-8	12	3	3
4	5	7	2	0
5	-14	15	6	-2
6	-2	17	2	0
7	-2	-9	.	-3
8	-8	16	-7	-3

(list continues)
no.	structure	EBI2 antag	UPR CHOP act	Mdm2 MdmX PPI	Jurkat NFkB inh	CCR6 antag
9	O=C(O)c1ccccc1/C=N/NC(=S)NC1CCCCC1	-8	-0.2	-39	-5	15
10	C=CCC(C(=O)OC)(C(=O)OC)c1ccccc1[N+](=O)[O-]	5	0.1	2	-7	10
11	C=CCOc1nc(-c2ccccc2Cl)nc2ccccc12	-4	-1.7	-5	-9	18
12	COc1ccc(NS(=O)(=O)c2ccc3c(c2)oc(=O)n3C)c(OC)c1	-1	-0.2	8	13	11
13	CC(C)=CCN1CCNC(=O)C1CC(=O)NCc1nc(C)c(C)s1 (configuration not stated)	-2	-0.8	12	-17	2
14	CS(=O)(=O)c1ccc([C@@H](O)[C@@H](CO)NC(=O)C(Cl)Cl)cc1	4	-0.6	13	9	2
15	CC1=C(C(=O)OCc2ccccc2)C(c2ccc([N+](=O)[O-])cc2)NC(=O)N1CCCC(=O)O (configuration not stated)	1	1.3	20	8	-6
16	CCOC(=O)N1CCN(CC(=O)Nc2cccc(Br)c2)CC1	-2	-1.3	12	-19	13

no.	CXCR6 inh	697 NFkB inh	Gli-Sufu block	XBP1 UPR activ
9	0	-16	-1	2
10	-12	-13	38	-3
11	-4	-7	2	-2
12	-4	12	9	0
13	2	2	0	-2
14	5	8	0	-5
15	2	15	0	53*
16	9	10	-20	3

Continuation:
no.	structure	EBI2 antag	UPR CHOP act	Mdm2 MdmX PPI	Jurkat NFkB inh	CCR6 antag
17	Cn1ccc(NC(=O)c2ccc([N+](=O)[O-])cc2)n1	-3	0.5	17	15	1
18	COc1ccc([C@H]2CC(=O)C=C(/C=C/c3ccccc3)C2)cc1OC	40	0.9	31	16	13
19	CCc1nnc(NC(=O)CSc2nnc(-c3ccco3)n2C)s1	-10	-1.1	13	-6	4
20	COc1ccc(CCC(=O)NC(C)c2ccccc2)cc1OC (configuration not stated)	-6	-0.5	-13	-3	6
21	N#CNC(=Nc1cccc(F)c1)SCc1ccccc1	2	-0.6	-12	3	0
22	c1ccc2c3c(cc(N4CCOCC4)c2c1)OC1(N2CCOCC2)CCCCC1O3 (configuration not stated)	-11	-1.8	6	7	-3
23	Cc1cc(C)c(C#N)c(Nc2ccccc2Cl)n1	-1	-0.3	7	-7	11
24	Cc1ccc(NC(=O)C2C3C=CC(O3)C2C(=O)O)c(C)c1 (configuration not stated)	-17	3.6	12	1	9

no.	CXCR6 inh	697 NFkB inh	Gli-Sufu block	XBP1 UPR activ
17	-13	15	-10	1
18	2	5	0	-4
19	0	12	0	-4
20	-1	1	-2	-5
21	-6	11	2	0
22	-5	20	6	0
23	-6	2	0	-1
24	0	-6	2	-3

Remaining list, next part
no.	structure	EBI2 antag	UPR CHOP act	Mdm2 MdmX PPI	Jurkat NFkB inh	CCR6 antag
25	CC1(C)CCC[C@]2(C)C(CS(=O)c3ccccc3)=C(C=O)CC[C@@H]12 (some centres not stated)	-14	0.8	11	-4	22
26	CC(CCc1ccccc1)NC(=O)C1CCC1 (configuration not stated)	1	-0.5	11	2	-6
27	O=C(CSc1nc(C2CCCCC2)nc2ccccc12)N1CCCC1	12	1.6	-8	-18	6
28	O=C(NC(=S)Nc1c(Cl)ccc2nsnc12)c1ccco1	-10	1.0	-21	-4	24
29	Cn1nnnc1SCc1c(F)cccc1F	-6	-0.7	14	-3	-14
30	COc1ccc(S(=O)(=O)N2CCOC23CCN(C(=O)c2ccccc2OC)CC3)cc1	-10	0.3	0	-2	-10
31	COc1ccc2nc(-c3ccccn3)[nH]c2c1	1	2.8	-24	-115	-3
32	COc1ccc(CC(=O)OCC(=O)NC2CCCCCC2)cc1OC	9	-0.4	24	-14	9

no.	CXCR6 inh	697 NFkB inh	Gli-Sufu block	XBP1 UPR activ
25	-7	-5	38	2
26	-16	12	5	1
27	-4	-48	8	5
28	3	10	-4	1
29	-2	13	-5	-2
30	-11	2	-8	-4
31	1	-116	-62	-6
32	-7	-2	-5	-1

At a glance, nine of the compounds above.
no.	structure	EBI2 antag	UPR CHOP act	Mdm2 MdmX PPI	Jurkat NFkB inh	CCR6 antag
15	CC1=C(C(=O)OCc2ccccc2)C(c2ccc([N+](=O)[O-])cc2)NC(=O)N1CCCC(=O)O (configuration not stated)	1	1.3	20	8	-6
16	CCOC(=O)N1CCN(CC(=O)Nc2cccc(Br)c2)CC1	-2	-1.3	12	-19	13
17	Cn1ccc(NC(=O)c2ccc([N+](=O)[O-])cc2)n1	-3	0.5	17	15	1
18	COc1ccc([C@H]2CC(=O)C=C(/C=C/c3ccccc3)C2)cc1OC	40	0.9	31	16	13
19	CCc1nnc(NC(=O)CSc2nnc(-c3ccco3)n2C)s1	-10	-1.1	13	-6	4
20	COc1ccc(CCC(=O)NC(C)c2ccccc2)cc1OC (configuration not stated)	-6	-0.5	-13	-3	6
21	N#CNC(=Nc1cccc(F)c1)SCc1ccccc1	2	-0.6	-12	3	0
22	c1ccc2c3c(cc(N4CCOCC4)c2c1)OC1(N2CCOCC2)CCCCC1O3 (configuration not stated)	-11	-1.8	6	7	-3
23	Cc1cc(C)c(C#N)c(Nc2ccccc2Cl)n1	-1	-0.3	7	-7	11

no.	CXCR6 inh	697 NFkB inh	Gli-Sufu block	XBP1 UPR activ
15	2	15	0	53*
16	9	10	-20	3
17	-13	15	-10	1
18	2	5	0	-4
19	0	12	0	-4
20	-1	1	-2	-5
21	-6	11	2	0
22	-5	20	6	0
23	-6	2	0	-1

Continuation:
no.	structure	EBI2 antag	UPR CHOP act	Mdm2 MdmX PPI	Jurkat NFkB inh	CCR6 antag
33	CCCN1CCN(c2ncnc3c2nnn3Cc2ccccc2)CC1	-9	0.5	3	42	-1
34	COc1ccccc1CNC(=O)CN1c2cccc3cccc(c23)S1(=O)=O	-4	1.2	7	-12	3
35	CCn1c(CNC(=O)c2ccc(OC)c(OC)c2)nnc1SCC(=O)c1ccc(OC)cc1	-3	-1.2	22	2	10
36	COC(=O)c1ccc(CNC(=O)Cn2cnc3c(NCc4ccccc4)ncnc32)cc1	-2	1.9	27	.	14
37	COc1cccc(CNC(=O)COC(=O)c2c(C)nn(-c3ccccc3)c2Cl)c1	5	-2.7	2	-7	14
38	CCOc1ccc(NC(=O)CSc2nnc(Cn3cnc4ccccc43)n2C)cc1	8	-0.5	15	10	34
39	Cc1cc(C(=O)CN2C(=O)C(=O)N(CC(C)C)C2=O)c(C)n1C1CC1	6	3.7	-39	-4	1
40	Fc1ccc(-c2nc3ccccn3c2NCc2ccc3c(c2)OCO3)cc1	-1	-0.5	-7	8	1

no.	CXCR6 inh	697 NFkB inh	Gli-Sufu block	XBP1 UPR activ
33	-6	-9	5	0
34	-13	-10	1	-1
35	1	-1	-4	0
36	-1	-6	-24	-2
37	0	-7	-7	1
38	-9	-1	17	2
39	1	-3	-15	2
40	10	-4	10	-2

Following part
no.	structure	EBI2 antag	UPR CHOP act	Mdm2 MdmX PPI	Jurkat NFkB inh	CCR6 antag
41	Cc1ccc(-c2c[nH]c(=S)n2-c2ccccc2F)cc1	-6	-0.7	-4	-3	-11
42	Cc1ccc(NC(=O)COC(=O)c2ccc(-n3cccn3)cc2)cc1C	-20	0.7	-22	-4	2
43	CCN(CC)S(=O)(=O)c1ccc(C(=O)NCC(=O)NC2CC2)cc1	-2	1.1	4	-13	-16
44	CCC1CCCCN1C(=O)Cn1nc([N+](=O)[O-])c(Cl)c1C (configuration not stated)	-8	-1.0	8	7	3
45	COCCn1c(SCC(=O)N2CCc3ccccc3C2)nc2cc(Cl)ccc2c1=O	11	1.9	27	-7	19
46	CCN(c1ccc(NC(=O)c2cccc(S(=O)(=O)N3CCN(C)CC3)c2)cc1)C(C)C	7	-2.3	15	8	11
47	CC(=O)NC1C(=O)N(CCN2CCOCC2)c2ccc(Br)cc21 (configuration not stated)	-6	1.2	-2	7	16
48	CCOc1ccc(OCC(=O)NCc2n[nH]c(=O)c3ccccc23)cc1	12	0.7	9	-18	6

no.	CXCR6 inh	697 NFkB inh	Gli-Sufu block	XBP1 UPR activ
41	0	0	-1	9
42	-2	18	-6	2
43	3	1	-9	1
44	6	6	6	-6
45	13	-12	14	0
46	-10	13	-9	-2
47	10	14	0	0
48	-3	9	4	-2

Continued:
no.	structure	EBI2 antag	UPR CHOP act	Mdm2 MdmX PPI	Jurkat NFkB inh	CCR6 antag
49	Cc1cc(C(=O)COC(=O)c2nccnc2N)c(C)n1C	1	-1.4	8	-8	-7
50	Cc1ccc(C)n1NC(=O)c1ccccc1[N+](=O)[O-]	2	-0.7	22	-6	1
51	COc1ccc(C(=O)NC(CCSC)C(=O)NC2CC2)cc1 (configuration not stated)	-7	-0.4	-4	1	8
52	Nn1c(=O)[nH]c2ccccc2c1=O	1	0.0	5	4	6
53	CCOc1ccc(NC(=O)CSc2nc(N)c(-c3ccccc3)c(=O)[nH]2)cc1	-15	-2.5	-3	0	1
54	Cc1csc(SCC(=O)NC23CC4CC(CC(C4)C2)C3)n1	1	-1.8	32	17	27
55	O=C(Nc1ccc(OC(=O)c2ccco2)cc1)c1ccco1	-16	2.9	-12	-8	-19

no.	CXCR6 inh	697 NFkB inh	Gli-Sufu block	XBP1 UPR activ
49	-7	-68	-56	-6
50	7	-7	2	-3
51	-9	26	-5	0
52	12	-6	-3	-1
53	3	13	6	-3
54	2	1	-7	4
55	-3	-16	-4	3
